# Source: PubChem BioAssay (National Center for Advancing Translational Sciences (NCATS))
# Pol kappa inh: blocks human DNA polymerase kappa activity; Q9UBT6; purified Pol kappa, fluorescent DNA synthesis assay, 10 min; Potency, µM (series often up to 107 µM), inactives show at the top dose activity, negative = inhibition, usual class: inhibitors; 400,000 tested, 0.53% active; further: potency means the concentration at half of the fitted maximal effect; on the % scale 0 is the no-effect control and ±100 the full control effect
#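 Activity was followed as the change in fluorescence between reads at 0 and 10 min after starting the reaction with 50 nM substrate. Beforehand, 10 nM polymerase had been preincubated with compound for 15 min at room temperature.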
# Anesthetic bind: binds horse apoferritin like a general anesthetic | P02791 | apoferritin/1-aminoanthracene competitive binding, fluorescence | Potency, µM (top dose mostly 77.5 µM), for the others: top-dose activity change, negative = displacement, usual class: inhibitors | 350,000 tested, 0.074% active | AID 485281; further: potency means the concentration at half of the fitted maximal effect; on the % scale 0 is the no-effect control and ±100 the full control effect; nearly all actives have a fitted effect of over 20% in size
# Target sequence (P02791 2-175 limits assumed): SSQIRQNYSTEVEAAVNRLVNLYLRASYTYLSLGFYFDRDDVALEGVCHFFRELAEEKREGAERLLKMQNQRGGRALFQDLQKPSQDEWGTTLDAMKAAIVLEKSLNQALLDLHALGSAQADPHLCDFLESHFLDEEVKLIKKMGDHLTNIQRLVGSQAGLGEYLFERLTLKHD
#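 Horse-spleen apoferritin (10 uM) was mixed with 50% saturated 1-aminoanthracene in PBS, exposed to compounds for 10 min at room temperature, and read for fluorescence (ex 380 nm, em 535 nm). Competitive displacement was fitted with a four-parameter Hill equation.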
# Pol eta inh: inhibitors of human DNA polymerase eta; Q9Y253; recombinant Pol eta, fluorescent DNA replication assay; Potency, µM (series often up to 114 µM), for inactives: at the top dose activity change, negative = inhibition, usual class: inhibitors; 390,000 tested, 1.2% active; AID 588591; further: potency means the concentration at half of the fitted maximal effect; on the % scale 0 is the no-effect control and ±100 the full control effect
#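 Pol eta at 10 nM preincubated with compounds 15 min at room temperature; reaction started with fluorescent substrate (50 nM final) and read kinetically at 0 and 10 min.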
# LDHA inh: LDHA (human) enzyme inhibition | P00338 | purified LDHA, NADH/diaphorase-resazurin fluorescence; active compounds read low | activity change, % (values are at about 110 or 230 µM) | 480,000 tested, 0.15% active | AID 1347041; in the data active means activity change below about -30%; inconclusive means mostly about -25% to -30%;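 further: plate controls were DMSO wells for no effect and wells without enzyme for full effect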
#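 Enzyme activity of human lactate dehydrogenase 5 (2 nM; 0.06 mM NADH, 0.2 mM pyruvate, 5 min, RT) is measured via a resazurin/diaphorase fluorescence readout of residual NADH.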
# Glioma ERSR ind: ER stress response induction in glioma. U87-MG GRP78 promoter luciferase reporter, 16 h. Potency, µM, inactives show top-dose activation, hits mostly activators. 420,000 tested, 0.02% active. AID 602332; further: potency means the concentration at half of the fitted maximal effect; series mostly up to about 76 µM; % of control where 0% means no effect; nearly all actives have a fitted effect of over 35% in size
#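 Stably transfected U87-MG human glioma cells carrying a GRP78-based luminescent sensor were seeded at 1000 cells/well, pin-dosed with compounds and incubated 16 h. Luciferase reagent was then added, and end-point luminescence was read after 10 min at room temperature.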
# BLM inh: blocks DNA unwinding by human BLM helicase; AID 2528; 350,000 tested, 0.2% active; Potency, µM (highest dose often 56.1 µM), without a hit: at the highest dose activity change, negative = inhibition, actives largely listed as inhibitors; recombinant BLM DNA unwinding, fluorescence dequenching;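 further: potency means the concentration at half of the fitted maximal effect; plate controls were vehicle for no effect and no enzyme for full effect; nearly all actives have a fitted effect of over 35% in size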
# APEX1 inh: blocks human APE1 abasic DNA cleavage | P27695 | recombinant APE1, TAMRA/BHQ-2 abasic DNA cleavage fluorescence | Potency, µM (titrated, usually from 65.8 µM), without a hit: at the highest dose activity change, negative = inhibition, usual class: inhibitors | 350,000 tested, 0.35% active;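 further: potency means the concentration at half of the fitted maximal effect; plate controls were vehicle for no effect and reference inhibitor for full effect; nearly all actives have a fitted effect of over 55% in size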
# Target sequence (P27695 whole entry, looked up): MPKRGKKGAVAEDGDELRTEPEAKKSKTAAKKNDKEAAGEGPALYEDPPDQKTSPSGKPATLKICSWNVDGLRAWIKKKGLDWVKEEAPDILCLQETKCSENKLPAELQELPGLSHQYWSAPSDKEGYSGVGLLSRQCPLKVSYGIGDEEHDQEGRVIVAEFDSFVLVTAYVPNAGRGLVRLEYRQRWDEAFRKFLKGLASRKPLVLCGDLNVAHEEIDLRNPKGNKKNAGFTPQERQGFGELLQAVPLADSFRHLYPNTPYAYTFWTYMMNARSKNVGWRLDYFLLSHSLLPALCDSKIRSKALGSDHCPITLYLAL
#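 APE1 at 0.75 nM final was preincubated with compound 15 min at room temperature, then 50 nM double-stranded THF abasic-site substrate (5'-TAMRA/3'-BHQ-2) was added. Fluorescence (ex 525/em 598 nm) was read kinetically; third-minus-first read gave activity.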
# Pol beta inh: blocks human DNA polymerase beta activity. 340,000 tested, 1.3% active. Potency, µM (top dose mostly 114 µM), inactives show at the highest dose activity change, negative = inhibition, actives largely listed as inhibitors. Pol beta primer extension/strand displacement, fluorescence kinetic; further: potency means the concentration at half of the fitted maximal effect; on the % scale 0 is the no-effect control and ±100 the full control effect
#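 Curves were derived by four-parameter Hill fits of normalized qHTS data. The kinetic fluorescent primer-extension read was taken at 0 and 10 min after 50 nM substrate, following a 15 min room-temperature preincubation of 10 nM enzyme with compounds.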
# Pol iota inh: inhibitors of human DNA polymerase iota. Pol iota fluorescent replication assay, 10 min. Potency, µM (highest dose often 115 µM), for inactives: top-dose activity, negative = inhibition, usual class: inhibitors. 390,000 tested, 1% active. Q9UNA4; further: potency means the concentration at half of the fitted maximal effect
#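 Pol iota at 10 nM preincubated 15 min with compounds at room temperature; reaction started with fluorescent substrate, 50 nM final. Fluorescence read kinetically at 0 and 10 min; buffer-only wells as negative control.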
# An asterisk follows results filed as active; ? = inconclusive; · = no result given; [ ] = another dose, or the depositor's remark. Unless noted, the call rests on the fitted dose curve; in most records, active means well fitted curve in the direction sought with a large enough effect; inconclusive means small, poorly fitted or top-dose-only effect, or another doubt; inactive means no such curve, though single readings can be large; an effect the other way counts as inactive or inconclusive. An excerpt; count on the stated rates, not on these rows.
canonical_smiles	APEX1 inh	Glioma ERSR ind	Pol eta inh	LDHA inh	BLM inh	Pol kappa inh	Pol beta inh	Anesthetic bind	Pol iota inh
CCCC(=O)Nc1cccc(S(=O)(=O)N(C)c2ccccc2)c1	-3%	-2%	-13%	0	-1%	-11%	21%	3%	-5%
CC(C)(C)NC(=O)C(c1ccc(F)cc1)N(Cc1ccco1)C(=O)CCC(=O)Nc1nccs1 (centres undefined)	68%	-4%	-11%	-9	0%	-7%	2%	-7%	59%[activator]
O=[N+]([O-])c1ccc(S(=O)(=O)NCC(c2cccnc2)N2CCOCC2)cc1 (centres undefined)	-2%	-5%	0%	0	0%	7%	26%	-7%	-10%
CCNc1ncc2nc(CCc3ccccc3)c(=O)n(Cc3ccc(F)cc3)c2n1	2%	-4%	·	·	5%	-2%[60.1 µM]	·	·	·
C=CCn1c(N)c(C(=O)NCC2CCCO2)c2nc3ccccc3nc21 (centres undefined)	-2%	-3%	-9%	9	5.6µM*	-13%	24%	650%[activator]	29%
C/C(=C\C(=O)c1ccc(Br)cc1)NCc1ccc(C)cc1	-1%	2%	-22%	4	-6%	-13%	2%	?	12%
Cc1cc(C)cc(NC(=O)N2CCC(CN3CCCCCC3)CC2)c1	·	0%	-15%	-6	-2%	-1%	0%	-5%	18%
CC(=O)Nc1ccc(C(=O)CSc2nnc(-c3ccccc3F)n2CCc2ccccc2)cc1	·	-2%	-13%	-5	·	-24%	·	·	-1%
O=C(O)C1CCCN1c1nc(-c2ccc(Cl)c(Cl)c2)cc(C(F)(F)F)n1 (centres undefined)	-18%	-2%	-27%	-6	·	-2%	·	·	11%
[O-][n+]1cccc(C(O)c2ccccc2)c1 (centres undefined)	2%	-4%	-24%	-9	-2%	4%	2%	-1%	19%
CCCC(=O)n1nc(-c2ccco2)nc1N	-2%	-2%	-2%	-1	0%	-14%	2%	-8%	0%
CCN1C(=O)[C@@H]2[C@@H](c3ccc(-c4ccc(F)cc4)c(OC)c3)N3CCCC[C@@]3(C(=O)OC)[C@@H]2C1=O	11%	2%	-7%	-1	·	-3%	·	·	12%
COc1ccc(Cn2nnc(C(=O)Nc3ccc4c(c3)OCCO4)c2N)cc1Br	-22%	1%	-6%	0	-10%	-21%	0%	?	-16%
COc1ccc(OCC(O)Cn2c(Br)nc3c2c(=O)[nH]c(=O)n3C)cc1 (centres undefined)	?	-9%	3%	-3	-2%	-1%	3%	8%	3%
COc1ccc(S(=O)(=O)Nc2ccc(S(=O)(=O)NCC3CCCO3)cc2)cc1 (centres undefined)	21%[12.4 µM]	-4%	-21%	-9	-1%	1%	29%	-8%	0%
CC(=O)Nc1ccc(NC(=O)c2ccc(NS(=O)(=O)c3cc(C(C)(C)C)ccc3C)cc2)cc1	5%	15%	-17%	-4	-3%	1%	5%	1%	89%[activator]
Cn1cc(S(=O)(=O)N2CCCCCC2)cc1C(=O)N1CCN(c2cccc(C(F)(F)F)c2)CC1	·	-2%	-24%	-2	-11%	-14%[60.1 µM]	-1%	-16%	14%
CC(OC(=O)COc1ccc(C#N)cc1)C(=O)c1ccccc1 (centres undefined)	-18%	-3%	-9%	-5	·	-17%	·	·	5%
CCCNC(=O)Cn1nc(-c2ccc(C)c(C)c2)c2cnc3ccc(OC)cc3c21	·	-1%	1%	-5	-4%	-1%	3%	-11%	?
COC(=O)c1cc(NS(=O)(=O)c2cccs2)cc(NS(=O)(=O)c2cccs2)c1	6%	-6%	-17%	-9	·	-4%	·	·	42%[activator]
CC(/C=N/Nc1ccc2nncn2n1)=C\c1ccccc1	-2%	3%	79µM*	-2	-12%	-5%	?	-7%	-4%
COc1cc(C(=O)Nc2cc3c(cc2C)n(C)c(=O)c(=O)n3C)cc(OC)c1OC	·	-6%	-10%	9	-1%	13%	-13%	28%	-5%
COc1ccc(NC(=O)C2CC(=O)N(c3cccc(C)c3C)C2)cc1 (centres undefined)	-2%	14%	2%	-6	-1%	-4%	11%	-10%	16%
CCc1noc(C)c1C(=O)N(CCCOC)c1c(N)n(Cc2ccccc2)c(=O)[nH]c1=O	51%[activator]	-1%	-21%	-3	·	3%	·	·	-10%
COc1ccc(NC(=O)C(NC(=O)CNC(C)=O)c2ccc(C)cc2)cc1 (centres undefined)	-5%	-5%	3%	-3	4%	-11%	-1%	-14%	7%
CC(=O)c1ccc(N2C(=O)CC(N3CCN(S(=O)(=O)c4cc(C)ccc4C)CC3)C2=O)cc1 (centres undefined)	44%	-5%	?	-1	·	-15%	·	·	-5%
Cc1sc(NC(=O)c2ccco2)c(C(c2ccncc2)N2CCOCC2)c1C (centres undefined)	-2%	-2%	-11%	2	-1%	-7%	-1%	-14%	7%
CN(C)c1ccc(P(=O)(OCc2ccccc2)C(O)c2cccnc2)cc1 (centres undefined)	-2%	-7%	-9%	9	0%	-8%	23%	-8%	17%
Cc1nn(-c2ccccc2)c2sc(C(=O)Nc3cccc(Cl)c3)cc12	·	-2%	-12%	-14	-15%	-8%	13%	-6%	6%
C=CCOC(=O)C1=C(C)Nc2ncnn2C1c1cccs1 (centres undefined)	0%	-4%	-5%	-8	-1%	-15%	9%	-2%	3%

# The list continues.
canonical_smiles	APEX1 inh	Glioma ERSR ind	Pol eta inh	LDHA inh	BLM inh	Pol kappa inh	Pol beta inh	Anesthetic bind	Pol iota inh
COC(=O)c1sc(NC(=O)c2ccoc2C)nc1C	12%	0%	-18%	5	0%	1%	-1%	3%	14%
COc1ccc(CNC(=O)c2csc(Cc3ccc(OC)cc3)n2)cc1	2%	1%	-11%	-5	-10%	-21%	?	2%	4%
O=C(CSc1nnc(CCCOc2ccc(Cl)cc2Cl)o1)Nc1ccc(C(=O)O)cc1	17%	3%	-6%	-5	-2%	-11%	35%	-9%	130%[activator]
Cc1cc(C(=O)CN2C(=O)NC(C)(c3ccccc3)C2=O)c(C)n1CC1CCCO1 (centres undefined)	4%	-3%	-12%	-3	-8%	-10%	-4%	0%	91%[activator]
Cc1nc2ccccn2c1C(=O)NNC(=S)Nc1ccccc1	17%	-1%	-4%	3	-4%	-22%	-2%	5%	-6%
COc1ccc(NC(=O)C2CCCN2S(=O)(=O)c2ccc(Cl)cc2)cc1 (centres undefined)	25%	-2%	-20%	-2	0%	4%	-13%	5%	35%[activator]
CCCc1cc(=O)oc2cc(C)cc(OCC(=O)N3CCC(C(=O)O)CC3)c12	14%	-2%	-8%	-1	-2%	18%	3%	-5%	13%
CCn1c(SCC(=O)c2cc(C)ccc2C)nc2cc(S(=O)(=O)N3CCOCC3)ccc21	-2%	-6%	-17%	3	-9%	-7%	18%	-14%	?
COc1ccc(CC2NCCC3=CC(=O)CCC32)cc1O (centres undefined)	·	-5%	1%	1	·	?	·	·	56µM*
CC1(C)CC[C@]2(C(=O)O)CC[C@@]3(C)C(=CCC4[C@@]5(C)CCC(O)[C@@](C)(CO)C5CC[C@@]43C)C2C1 (some centres undefined)	2%	-2%	·	·	1%	?	·	-11%	·
NC(=O)[C@@H]1CCCNc2c(F)cc([N+](=O)[O-])cc2C(=O)N[C@@H](CCC(=O)O)C(=O)N[C@@H](CO)C(=O)N1	12%	-3%	3%	-1	1%	-21%	11%	-6%	?
COc1ccc(NC(=O)C(=O)c2cn(CC(=O)N3CCOCC3)c3ccccc23)cc1OC	-6%	0%	-18%	3	-5%	-4%	2%	?	31%[activator]
CCOc1ccc(-c2noc(CCCC(=O)NC3CCCCC3)n2)cc1OC	12%	3%	-18%	4	-3%	4%	9%	-7%	115%[activator]
O=C1c2ccccc2C(=O)N1CCc1csc(-c2cccc(Cl)c2)n1	0%	-6%	-6%	-1	-6%	-15%	-20%	-2%	4%
CCCN(CCC)CCCNC(=O)c1sc2nc3n(c(=O)c2c1C)CCC3	·	-4%	0%	-7	0%	-4%	14%	1%	4%
COCCn1c(=O)[nH]c2cc(C(=O)NCC3CCCO3)ccc2c1=O (centres undefined)	-2%	-1%	14%	-3	0%	-4%	21%	-7%	12%
COc1ccc(Br)cc1S(=O)(=O)n1c([N+](=O)[O-])cnc1C	20%	-3%	-7%	-2	-3%	-8%	47%	4%	0%
Cc1ccccc1-c1nc(-n2ccnc2)c2ccccc2n1	-2%	-3%	·	·	-11%	-5%[60.1 µM]	·	-18%	·
CCCCOc1ccc(CN2CCC(O)CC2)cc1	-4%	4%	8%	-16	0%	-3%	39%	-14%	1%
CCN(CC)S(=O)(=O)c1ccccc1/C=N\O	-4%	-9%	-1%	-5	0%	-19%	10%	-9%	11%
CCN(Cc1nc2cc(Cl)ccc2c(=O)[nH]1)C(=O)c1cc2c(s1)CCCCC2	11%	-2%	1%	-7	·	-3%	·	·	20%
BrC(/C=N/N1CCN(Cc2ccccc2)CC1)=C/c1ccccc1	2%	3%	-8%	1	-1%	-5%	-15%	-14%	13%
O=C(CN1C(=O)COc2ccccc21)N1CCN(c2ccccc2F)CC1	4%	-3%	-4%	-10	3%	13%	22%	4%	1%
CC(C(=O)Nc1cccnc1)n1cc([N+](=O)[O-])cn1 (centres undefined)	0%	-4%	-12%	-7	-4%	-2%	11%	-8%	169%[activator]

# Ordered by length of the SMILES (lowest first): some entries from above.
canonical_smiles	APEX1 inh	Glioma ERSR ind	Pol eta inh	LDHA inh	BLM inh	Pol kappa inh	Pol beta inh	Anesthetic bind	Pol iota inh
C=CCOC(=O)C1=C(C)Nc2ncnn2C1c1cccs1 (centres undefined)	0%	-4%	-5%	-8	-1%	-15%	9%	-2%	3%
COc1ccc(CNC(=O)c2csc(Cc3ccc(OC)cc3)n2)cc1	2%	1%	-11%	-5	-10%	-21%	?	2%	4%
C=CCn1c(N)c(C(=O)NCC2CCCO2)c2nc3ccccc3nc21 (centres undefined)	-2%	-3%	-9%	9	5.6µM*	-13%	24%	650%[activator]	29%
